Source: PubChem BioAssay
hERG protect – hERG (human) protection from proarrhythmic block; activation (rescue from dofetilide block), less the hit threshold, % at 10 µM; 310,000 compounds, 0.51% hits; Q12809; CHO-hERG, FluxOR thallium flux, dofetilide IC70 present; AID 1511;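 active = activation above the mean of controls blocked by dofetilide plus 5 SD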;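 note: thallium influx through hERG after potassium depolarization seen as dye fluorescence rise; in these data hits start at about 4.7%; inactives centre near -7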
KCNK9 block – blocks the human KCNK9 two-pore domain potassium channel; Q9NPC2; HEK293 KCNK9, FluxOR thallium flux fluorescence; hits give low values; B-score at 10 µM; 310,000 compounds, 1.2% hits;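 active = ratio B-score over 3 SD below the library mean, with starting fluorescence within 5 SD of its mean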;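 note: negative B-score means less thallium flux so channel inhibition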
TRPC4 potent – allosteric potentiators of mouse TRPC4 channel; Q9QUQ5; HEK293 TRPC4beta/mu-opioid, DAMGO EC20, Fluo-4 Ca2+ flux; hits give high values; B-score at 10 µM; 310,000 compounds, 0.42% hits; AID 2227;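 active = B-score of calcium response area above 5 SD of library B-scores, with initial fluorescence ratio within 5 SD of library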;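 note: B-score of integrated fluorescence ratio over time as area under calcium response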
Target sequence (Q9QUQ5 whole entry, looked up): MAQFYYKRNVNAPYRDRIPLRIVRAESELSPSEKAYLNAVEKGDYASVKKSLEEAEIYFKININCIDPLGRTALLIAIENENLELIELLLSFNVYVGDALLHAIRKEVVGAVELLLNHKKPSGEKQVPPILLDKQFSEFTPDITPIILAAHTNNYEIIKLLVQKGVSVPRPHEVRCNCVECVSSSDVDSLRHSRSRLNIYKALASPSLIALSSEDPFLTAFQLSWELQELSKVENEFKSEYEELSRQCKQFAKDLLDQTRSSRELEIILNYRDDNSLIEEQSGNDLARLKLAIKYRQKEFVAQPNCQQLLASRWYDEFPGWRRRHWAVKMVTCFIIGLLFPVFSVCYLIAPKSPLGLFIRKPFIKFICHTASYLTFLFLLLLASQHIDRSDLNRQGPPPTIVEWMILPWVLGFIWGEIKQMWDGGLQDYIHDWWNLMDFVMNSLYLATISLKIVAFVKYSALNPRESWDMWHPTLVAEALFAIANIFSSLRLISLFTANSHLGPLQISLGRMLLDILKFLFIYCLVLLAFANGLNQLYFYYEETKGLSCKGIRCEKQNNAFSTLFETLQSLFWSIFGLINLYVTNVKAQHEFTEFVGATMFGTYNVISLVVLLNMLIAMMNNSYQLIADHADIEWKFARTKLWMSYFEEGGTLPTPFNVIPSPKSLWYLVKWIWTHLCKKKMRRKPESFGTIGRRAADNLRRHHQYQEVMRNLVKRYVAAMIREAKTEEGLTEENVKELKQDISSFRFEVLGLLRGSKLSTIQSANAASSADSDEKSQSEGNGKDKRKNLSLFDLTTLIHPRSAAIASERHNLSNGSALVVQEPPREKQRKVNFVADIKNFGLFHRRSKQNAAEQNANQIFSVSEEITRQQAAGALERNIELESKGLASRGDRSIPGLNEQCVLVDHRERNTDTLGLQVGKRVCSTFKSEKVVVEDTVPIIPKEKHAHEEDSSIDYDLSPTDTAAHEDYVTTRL
DYRK1A inh – inhibitors of rat Dyrk1A kinase; AID 504441; 310,000 compounds, 0.43% hits; ADP-Glo luminescence, NFATc1 peptide; inhibition, % at 12.5 µM; in the data active = inhibition above about 50%;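 note: plate controls were vehicle with enzyme for no effect and no enzyme for full effect; many of its hits are not listed in these tables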
Platelet DG rel – platelet dense granule release activity; inhibition, %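 (compounds screened at 7.5 µM in platelet-rich plasma)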; 300,000 compounds, 0.22% hits; human platelet-rich plasma, SFLLRN dense granule ATP release, luminescence;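 active = mean replicate score, as percent of positive control, at or above 50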
KCNQ1 act – potentiators or activators of human KCNQ1 potassium channel. AID 2648. B-score at 10 µM. 310,000 compounds, 0.35% hits. CHO-K1 KCNQ1, thallium flux FluxOR fluorescence; hits give high values. P51787;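 active = fluorescence ratio B-score, a plate-corrected score, at least three library SD, with initial intensity B-score within 5 SD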
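System: Stable KCNQ1 CHO-K1 line | Incubation: 90 min dye loading and 20 min compound exposure, both at room temperature | Measure: Ratio B score | Medium: Assay buffer for compound exposure, DMSO matched across wells | Compound dosing: Single-concentration screen | Probe or stimulus: K+/Tl+ depolarizing stimulus | Measured by: Kinetic FluxOR fluorescence, 10 s baseline plus 110 s post-stimulus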
TRPC4 inh – blocks the mouse TRPC4 cation channel; Q9QUQ5; HEK293 TRPC4beta/mu-opioid, DAMGO-evoked Fluo4 calcium flux; hits give low values; B-score at 10 µM; 300,000 compounds, 0.39% hits; AID 2247;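 active = B-score over 3 SD under the library average, no early fluorescence shift, positive overall ratio signal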
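Assay system: HEK293 cells with stable TRPC4beta plus mu-opioid receptor expression; Probe or stimulus: DAMGO in two steps, submaximal then maximal; Dosing: single-point compound dosing; Measured by: Fluo4 calcium-dye fluorescence, kinetic read; Read-out basis: B score from integrated Fluo4 fluorescence ratio.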
TRPC4 agonist – activators of mouse TRPC4 channel | Q9QUQ5 | HEK293 TRPC4beta/mu-opioid, Fluo4 calcium fluorescence; hits give high values | B-score at 10 µM | 310,000 compounds, 0.49% hits | AID 2237;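 active = B-score above 5 SD of library B-scores, and initial fluorescence ratio not above library mean plus 5 SD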;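 note: positive B-score marks a calcium rise read as TRPC4 activation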
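Material: HEK293 stable line with TRPC4beta plus mu-opioid receptor; technique: Fluo4 calcium-sensitive dye fluorescence, kinetic, 1 Hz baseline; timing: Fluo4 dye loading 45 min at room temperature, 110 s recording; controls: assay buffer as low control, maximal DAMGO as high control; read-out: integrated baseline-normalised fluorescence ratio, converted to per-well B score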
KCNK3 block – human KCNK3 channel inhibition, primary screen | O14649 | CHO-KCNK3 thallium flux, FluxOR fluorescence; hits give low values | B-score at 10 µM | 340,000 compounds, 0.84% hits | AID 602410;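 active = B-score under library mean minus 4 SD, starting fluorescence ratio at most library mean plus 5 SD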;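 note: more negative B-score means stronger inhibition of thallium flux through KCNK3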
PolyA inhibitor – inhibitors of polyadenylation in S. cerevisiae. calls only at 12 µM. 300,000 compounds, 0.02% hits. S. cerevisiae SKY197-pL101 polyadenylation reporter, beta-gal luminescence; efflux-impaired pdr1/pdr3 knockout yeast; score 100 = 6 SD above DMSO;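 active = lowest replicate activity score at least 50, where 100 means six control SD above control mean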;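 note: yeast exposed to compound for 9 h at 30 °C; higher score means more reporter readthrough which indicates perturbed polyadenylation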
KCNQ1 inh – human KCNQ1 channel inhibition; 310,000 compounds, 1.3% hits; P51787; CHO-K1 KCNQ1, FluxOR thallium flux fluorescence; hits give high values; B-score at 10 µM;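 active = compounds whose thallium flux B-score, printed positive for inhibition, exceeds three library SD while starting fluorescence stays within three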;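 note: channel opened by potassium depolarization with thallium stimulus after 20 min compound exposure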
Numbers without * were called inactive; i = inactive; . = no result given. This is a subset. The share of hits here may be higher or lower than overall.

| mol | hERG protect | KCNK9 block | TRPC4 potent | DYRK1A inh | Platelet DG rel | KCNQ1 act | TRPC4 inh | TRPC4 agonist | KCNK3 block | PolyA inhibitor | KCNQ1 inh |
| --- | --- | --- | --- | --- | --- | --- | --- | --- | --- | --- | --- |
| CCN(CC)S(=O)(=O)c1ccc(N2CCOCC2)c(NC(=O)CC23CC4CC(CC(Br)(C4)C2)C3)c1 | -1 | i | i | 0 | 6 | i | i | i | i | i | i |
| CN1c2ccccc2C(O)=C(C(=O)Nc2ccccc2)S1(=O)=O | -6 | i | i | 0 | 2 | i | i | i | i | i | i |
| O=C(O)CCCn1cc(NC(=O)COc2ccc(F)cc2F)cn1 | -5 | i | i | . | -6 | i | i | i | i | i | i |
| CNC(=O)/C(C#N)=c1\s/c(=C/C(=O)OC)c(=O)n1-c1ccccc1 | -9 | i | i | -2 | -4 | i | i | i | i | i | i |
| CCOC(=O)c1sc(NC(=O)CN2C(=O)NC3(CC(C)CC(C)(C)C3)C2=O)c(C(=O)OCC)c1C (centres undefined) | -9 | i | i | 3 | 7 | i | i | i | i | i | i |
| O=C(COC(=O)c1ccc(O)cc1)NCc1ccc2c(c1)OCO2 | -5 | i | i | 0 | 3 | i | i | i | i | i | i |
| N/C(=N\OC(=O)c1cc(-c2ccccc2)nc2ccccc12)c1ccccn1 | -22 | i | i | 2 | 3 | i | i | i | i | i | i |
| CCOC(=O)N1CCN(c2nnc(-c3ccc(C)cc3)c3ccccc23)CC1 | -9 | i | i | -4 | 4 | i | i | i | i | i | i |
| CCCc1nnc(SCC(=O)Nc2ccc3c(c2)OCCO3)n1CCOC | -6 | i | i | 0 | -17 | i | i | i | i | i | i |
| Cc1cccc(N2CCN(S(=O)(=O)c3ccc4[nH]c(=O)c(=O)[nH]c4c3)CC2C)c1 (centres undefined) | -7 | i | i | . | -3 | i | i | i | . | i | i |
| O=C(CN1C(=O)C2CC=CCC2C1=O)Nc1ccc(S(=O)(=O)Nc2ncccn2)cc1 (centres undefined) | -9 | i | i | -6 | 1 | i | i | i | i | i | i |
| Cc1nc(C)n(CC(=O)c2ccc(Cl)cc2Cl)n1 | -7 | i | i | . | 0 | i | i | i | i | i | i |
| Cc1ccc(C(=O)N/C(=C\c2ccc(-c3ccc(Br)cc3)o2)C(=O)NC2CCS(=O)(=O)C2)cc1 (centres undefined) | -9 | i | i | 0 | 5 | i | i | i | i | i | i |
| Cc1ccc(OCC(O)CN2CCN(CC(O)COC(C)C)CC2)c(C(C)(C)C)c1 (centres undefined) | -9 | i | i | 0 | 6 | i | i | i | i | i | i |
| CCCc1[nH]n(-c2ccc(F)cc2)c(=O)c1C=Nc1ccc(C)cc1 | -5 | i | i | -7 | 5 | i | i | i | i | i | i |
| Cc1[nH]c2ccc(F)cc2c1CCN(Cc1ccncc1)C(=S)Nc1ccc(F)cc1 | -15 | -7.1* | i | -1 | 24 | i | i | i | i | i | i |
| CC(=O)N1CCCc2cc(S(=O)(=O)N3CCCC(C(=O)Nc4ccc(C)cc4C)C3)ccc21 (centres undefined) | -6 | i | i | 9 | 1 | i | i | i | i | i | i |
| O=C(O)c1cc(/C=C/c2ccc(N3CCOCC3)cc2)nc2ccccc12 | -6 | i | i | 6 | . | i | i | i | i | . | i |
| Cc1cc(CNC(=O)C2(C(F)(F)F)C/C(=C\Cc3ccccc3)CCCO2)nn1C (centres undefined) | -11 | i | i | 7 | 3 | i | i | i | i | i | i |
| Brc1ccc(-c2noc3c2-c2nc(C4CCCCC4)sc2CC3)cc1 | -4 | i | i | 11 | -7 | i | i | i | i | . | i |
| CCN(Cc1ccccc1)C(=O)COc1cc(=O)n(CC)c2ccccc12 | -8 | i | i | 4 | 2 | i | i | i | i | i | i |
| O=C(c1cc(Cl)ccc1OCc1ccccc1)N1CCOCC1 | -7 | i | i | 1 | -1 | i | i | i | i | i | i |
| CCC1=Nc2cc(C(=O)NCc3ccco3)ccc2Sc2ccc(Cl)cc21 | -9 | i | i | 3 | 4 | i | i | i | i | i | i |
| O=C(CCC1CCCCC1)NCc1cccs1 | -8 | i | i | 2 | 0 | i | i | i | i | i | i |
| COC(=O)C1CCN(S(C)(=O)=O)CC1 | -14 | i | i | 4 | -1 | i | i | i | i | i | i |
| COc1ccc(C)cc1S(=O)(=O)N1CCC(C(=O)NCCC2=CCCCC2)CC1 | -11 | i | i | -1 | 7 | i | i | i | i | i | i |
| NC(N)=Nc1nc2ccc(Br)cc2c(=O)[nH]1 | -9 | i | i | 2 | -2 | i | i | i | i | i | i |
| OC1(c2cccs2)CN(c2ccc(Br)cc2)C2=[N+]1CCCS2 (centres undefined) | -15 | i | i | 9 | 25 | i | i | i | i | i | i |
| COc1ccc(CCNC(=O)c2cc3ccccn3n2)c(OC)c1OC | -13 | i | i | -4 | 5 | i | i | i | i | i | i |
| COCCNc1ncnc2c1cnn2-c1ccc(Cl)cc1 | -8 | i | i | -1 | -11 | i | i | i | i | i | i |
| CC12CCC(C(=O)NCCCn3ccnc3)(OC1=O)C2(C)C (centres undefined) | -5 | i | i | 2 | -28 | i | i | i | i | i | i |
| O=C(Cc1ccccc1)Nn1c(O)c(/C=C2\C=Nc3ccccc32)sc1=S | -6 | i | i | -2 | -62 | i | i | i | i | i | i |
| O=C(c1ccc(Br)o1)N1CCN(c2ccc3nnc(-c4ccc(F)cc4)n3n2)CC1 | -5 | i | i | 0 | 11 | i | i | i | i | i | i |
| CC(=O)Oc1ccc2c3c(c(=O)oc2c1)CCCC3 | -9 | i | i | -1 | -4 | i | i | i | i | i | i |
| Nc1nc(-c2ccccn2)nc(N)c1Cc1ccc(Cl)cc1Cl | -12 | i | i | -5 | -12 | 9* | i | i | i | i | i |
| COc1cc(C(=O)Nc2sc3c(c2C(=O)NCc2ccco2)CCCC3)cc(OC)c1OC | -10 | i | i | -1 | 4 | i | i | i | i | i | i |
| Cc1nc(-c2noc(-c3ccccc3Cl)n2)c(C(F)(F)F)o1 | -4 | i | i | 0 | 23 | i | i | i | i | i | i |
| COc1cc(C(=O)Nn2c(CC(C)C)nc3ccccc3c2=O)cc(OC)c1OC | -8 | i | i | -2 | -7 | i | i | i | i | i | i |
| CCC(C)(C)n1nnnc1C(C(C)C)N(CCN1CCOCC1)Cc1cc2cccc(C)c2[nH]c1=O (centres undefined) | -8 | i | i | -1 | -3 | i | i | i | i | i | i |
| CSCCC(NS(=O)(=O)c1ccc2ccccc2c1)C(=O)O (centres undefined) | -3 | i | i | 2 | . | i | i | i | i | i | i |
| C=CCNC(=O)N1CCC(CO)(Cc2ccc(Cl)cc2)CC1 | -3 | i | i | -5 | -2 | i | i | i | i | i | i |
| O=C(Cc1ccc(Br)cc1)Nc1cccc(Cl)c1 | -7 | i | i | -2 | 0 | i | i | i | i | i | i |
| COc1ccc2c(CC(=O)NCCN3C(=O)S/C(=C\c4cccnc4)C3=O)coc2c1 | -7 | i | i | . | 7 | i | i | i | i | i | i |
| CC1=C(C(=O)Nc2ccc(Br)cc2)C(c2ccco2)NC(=O)N1 (centres undefined) | -12 | i | i | -6 | -1 | i | i | i | i | i | i |
| CCC(=O)c1cn(/C(=C\C(=O)OC(C)(C)C)CCC(OC)OC)cc1CC | -9 | i | i | 1 | -1 | i | i | i | i | i | i |
| CC1CCCCN1C(=O)CN1C(=O)CN(C)C(=O)c2ccccc21 (centres undefined) | -1 | i | i | 22 | . | i | i | i | i | i | i |
| CCn1c(SCC(=O)NC2CCCC2)nnc1C(C)C | -5 | i | i | 13 | -4 | i | i | i | i | i | i |
| Cc1cc(C)c(OCCOCCN2CCNCC2)c(C)c1 | -13 | i | i | 4 | -1 | i | i | i | i | i | i |
| CC(=O)Nc1cn(-c2ccccc2)nc1-c1ccccc1 | -8 | i | i | 3 | 17 | i | i | i | i | i | i |
| Cc1ccc2c(CN(C)Cc3ccc(Cl)cc3Cl)cc(=O)oc2c1 | -10 | i | i | -1 | 2 | i | i | i | i | i | i |
| Cc1cc(CNC(=O)C2CCC(=O)N(CCc3ccc(Cl)cc3)C2)no1 (centres undefined) | 0 | i | i | -7 | -10 | i | i | i | i | i | i |
| COc1nc(NCCN2CCOCC2)nc(Nc2ccc([N+](=O)[O-])cc2)n1 | -10 | i | i | -4 | 2 | i | i | i | i | i | i |
| COc1cccc(CNC(=O)N2CCN(S(=O)(=O)c3ccc(Cl)cc3)CC2)c1 | -8 | i | i | -6 | -10 | i | i | i | i | i | i |
| O=C1OC(=O)C2C1[C@@H]1CC[C@H]2O1 (some centres undefined) | -2 | i | i | 2 | 2 | i | i | i | i | i | i |
| CCc1ccc(NC(=O)c2nc(S(=O)(=O)Cc3ccccc3)ncc2Cl)cc1 | -14 | i | i | 0 | 11 | i | i | i | i | i | i |
| CSC1=N/C(=C\c2ccccc2F)C(=O)S1 | -14 | i | i | -6 | -1 | i | i | i | i | i | i |
| Cc1cc2nnc(SCC(=O)NC3CCCCC3)n2c(N)n1 | 0 | i | i | 4 | -4 | i | i | i | i | i | i |
| CC(=O)N1c2ccc(S(=O)(=O)NCC3CCC(C(=O)N4CC(C)CC(C)C4)CC3)cc2CC1C (centres undefined) | -14 | i | i | -1 | 11 | i | i | i | i | i | i |
| Cc1ccc(NC(=O)C(C)N=C2NS(=O)(=O)c3ccccc32)cc1 (centres undefined) | -18 | i | i | 9 | -2 | i | i | i | i | i | i |
| CCCCC(=O)N1CCN(c2nc3ccc(OCC)cc3s2)CC1 | -3 | i | i | 5 | -2 | i | i | i | i | i | i |
| O=C1/C(=C/c2ccc(F)cc2)Oc2cc(OC(=O)N3CCOCC3)ccc21 | -5 | i | i | -2 | -4 | i | i | i | i | i | i |
| Cc1nc(SCC(=O)N2CCc3ccccc32)n[nH]1 | -6 | i | i | 2 | 9 | i | i | i | i | i | i |
